KCNQ2 block: KCNQ2 potassium channel inhibitors, primary screen, cell-based, CHO-K1, FluxOR thallium flux, B-score (AID 2156); B-score at 10 µM; hit rate 1.1% among 310,000; 20 min; hits give low values;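 active means fluorescence ratio B-score at most minus 3 library SDs, with starting brightness B-score within 2 library SDs, cut at about -5.5 in these data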
CHT inh: inhibitors of human choline transporter CHT. B-score at 10 µM. hit rate 0.86% among 310,000. AID 488975, 2010. High affinity choline transporter 1 (Homo sapiens), Q9GZV3. CHT-expressing cells, membrane potential dye, choline response; hits give low values;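 active means B-score over 3 SD under the library average, and starting fluorescence ratio not unusually high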;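 further: choline stimulus applied at its EC90 after an EC20 pre-addition; B-score computed on integrated fluorescence ratio after choline addition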
Target sequence (Q9GZV3 whole entry, looked up): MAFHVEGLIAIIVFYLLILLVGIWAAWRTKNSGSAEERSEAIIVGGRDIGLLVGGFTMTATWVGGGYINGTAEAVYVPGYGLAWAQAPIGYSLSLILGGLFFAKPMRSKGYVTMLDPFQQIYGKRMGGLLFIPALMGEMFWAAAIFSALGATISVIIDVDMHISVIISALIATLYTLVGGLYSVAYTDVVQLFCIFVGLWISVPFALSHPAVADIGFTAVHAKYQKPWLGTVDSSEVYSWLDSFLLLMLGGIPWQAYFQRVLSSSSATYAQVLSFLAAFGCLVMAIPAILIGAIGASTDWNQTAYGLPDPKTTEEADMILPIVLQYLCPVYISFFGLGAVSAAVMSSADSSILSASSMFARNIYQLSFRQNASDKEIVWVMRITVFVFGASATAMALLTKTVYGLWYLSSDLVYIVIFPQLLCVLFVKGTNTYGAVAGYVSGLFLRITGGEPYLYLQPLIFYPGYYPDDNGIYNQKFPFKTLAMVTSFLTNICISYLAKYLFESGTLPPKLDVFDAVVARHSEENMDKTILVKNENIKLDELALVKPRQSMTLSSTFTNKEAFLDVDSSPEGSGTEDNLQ
* hit, by the source's call; i = inactive; . = not tested or not shown.

Values run as follows: KCNQ2 block	CHT inh
COc1ccccc1N(CC(O)CN(c1ccccc1)S(C)(=O)=O)S(=O)(=O)c1ccccc1 (configuration not stated)
    i	i
COc1ccc(S(=O)(=O)N(C)C2(C)CCS(=O)(=O)C2)cc1OC (configuration not stated)
    i	i
O=C(C1CC(=O)N(c2ccccc2)C1)N1CCN(c2ccc(F)cc2)CC1 (configuration not stated)
    i	i
Cc1ccc(C(C)C)c(OCC(=O)Nc2sc3c(c2C#N)CC(C)(C)NC3(C)C)c1
    i	i
COc1ccc(NC(=O)NN(C(=O)c2ccccc2)C(C)(C)C)cc1
    i	i
COc1ccc(CCN2C(=O)C3C4CC(C5C(C(=O)N/N=C\c6ccc(Cl)cc6)=NOC45)C3C2=O)cc1OC (configuration not stated)
    i	i
O=C(NN=C1c2ccccc2-c2ccccc21)c1ccccc1Br
    i	i
CC(C)(C)C(=O)NC1CCN(C(=O)N2CCCC2)CC1
    i	i
Cn1c(SCC(=O)Nc2ccc3cn[nH]c3c2)nnc1-c1cnccn1
    i	i
Fc1cccc(F)c1/C=N/N1CCOCC1
    i	i
CCC1CCCCN1S(=O)(=O)c1ccc(NC(=O)c2cccnc2)cc1 (configuration not stated)
    i	i
CN(C(=O)c1ccc(N2CCCCC2)c([N+](=O)[O-])c1)C1(C)CCS(=O)(=O)C1 (configuration not stated)
    i	i
Cc1cc(=S)nc(-c2ccccn2)[nH]1
    i	i
O=C(CCCC(=O)OCC(=O)NC1CCCC1)Nc1ccccn1
    i	i
Cc1cc(N2CCN(C(c3ccccc3)c3ccc(Cl)cc3)CC2)n2ncnc2n1 (configuration not stated)
    i	i
COc1ccc(OC)c2[nH]c(=O)c(CCNC(=O)c3ccc(S(=O)(=O)N4CCCC4)cc3)cc12
    i	i
O=C(NNC1=Nc2ccccc2SC1)c1ccc(F)cc1
    i	i
COc1cc(OC)c(C(=O)/C=C/c2ccccc2)c(O)c1O
    i	i
CNCc1c(C)nn(-c2ccccc2)c1C
    i	i
CCC1(CC)Cc2ccccc2C(C2=C(O)CC(C)(C)CC2=O)=N1
    i	i
N=c1c(S(=O)(=O)c2ccc(Br)cc2)cc2c(=O)n3ccccc3nc2n1Cc1ccco1
    i	i
CCn1nnnc1-c1ccc(OC)c(S(=O)(=O)Nc2ccc(OC)cc2)c1
    i	i
CC(=O)c1ccc(NC(=O)N2CCCC(C(=O)c3ccc4c(c3)OCO4)C2)cc1 (configuration not stated)
    i	i
O=C(NN=C1CCCCC1)Nc1ccccc1Cl
    i	i
CCCCn1c(-c2csc3c2CCC(C)C3)n[nH]c1=S (configuration not stated)
    i	i
COc1ccccc1CNC(=O)COC(=O)Cn1cnc2ccccc21
    i	i
Cc1ccc2nc(N(CCCN(C)C)C(=O)c3ccc(S(=O)(=O)N4CCOCC4)cc3)sc2c1
    i	i
Clc1ccc(CSc2ccc(-c3ccccn3)nn2)cc1
    i	i
CCCC(=O)Nc1cccc(-c2cn3ccsc3n2)c1
    i	i
COc1cccc2c1C(CO)N1C(C#N)C3CC(C(=O)O)C(C1C2)N3C (configuration not stated)
    .	i
O=c1c2ccccc2[nH]c(=S)n1CC1CCCO1 (configuration not stated)
    i	i
CCN(CC(=O)Nc1ccc(OC)cc1)C(=O)c1cc2c(s1)CCCCC2
    i	i
O=C(NCc1ccco1)C(c1ccncc1)N(CCC1=CCCCC1)C(=O)Cn1nnc2ccccc21 (configuration not stated)
    i	i
CC(=O)CC(c1ccccc1)c1c(O)c2ccccc2oc1=O (configuration not stated)
    i	i
COc1cccc(/C=C2\SC(=S)N(CCC(=O)Nc3ccc(O)cc3)C2=O)c1
    i	i
CCN(CC(=O)Nc1ccc(NC(C)=O)cc1)C(=O)c1cccc(S(=O)(=O)N2c3ccccc3CC2C)c1 (configuration not stated)
    i	i
CCCCNC(=O)OCCSCCS(=O)(=O)c1ccc(Cl)cc1
    i	i
COc1cccc(CNC(=O)CSc2nnc3c(n2)[nH]c2ccc(F)cc23)c1
    i	i
Cc1ccc(-c2noc(CCCC(=O)NC3CCCC3)n2)cc1
    i	i
CC(C)N(C(=O)CSc1nnc(NC(=O)Cc2cccs2)s1)C(C)C
    i	i
O=C(Nc1nsc(-c2ccccc2)n1)c1ccncc1
    i	i
Cc1cc(C)c(C#N)c(N2CCSCC2)n1
    i	i
CCN(CC(=O)NCc1cccs1)C(=O)c1ccc(OC)c(OC)c1
    i	i
Nc1ccc(-c2nnc(-c3ccccc3)o2)cc1
    i	i
CCCCCCc1cc2cc(S(=O)(=O)c3ccc(F)c(Cl)c3)c(=O)oc2cc1O
    i	i
CC(=O)Nc1ccc(NC(=S)NC(=O)/C=C/c2ccccc2)cc1
    i	i
O=C(O)C1CCCN1c1ncccn1 (configuration not stated)
    i	i
Clc1ccccc1C1=Nn2c(nnc2-c2ccncc2)SC1
    i	i
COc1cc2ccnc(Cc3cccc(OC)c3OC)c2cc1OC
    i	i
CN(C)/C=C/C(=O)c1ccc(N2CCN(c3ncc(C(F)(F)F)cc3Cl)CC2)cc1
    i	i
COC(=O)/C=C/c1ccsc1NC(C)=O
    i	i
CN(CCc1ccccn1)C(=S)NC(=O)c1ccco1
    i	i
Cc1ccc(/C=N/NC(=O)Cn2cnc3c2c(=O)n(C)c(=O)n3C)s1
    i	i
O=C1CNC(=O)/C1=C/c1ccccc1
    i	i
COc1ccc(C(=O)Nc2ccc(NC(=O)c3cccc(OC)c3)cn2)cc1
    i	i
O=C(c1ccccc1Cl)N(Cc1ccc(Br)cc1)N1C(=O)CCC1=O
    i	i
CCCn1c(-c2ccc[nH]c2=O)nc2cc(C)c(C)cc21
    i	i
COc1ccc(CNC(=O)CN2C(=O)C(C)N(c3ccc(C)cc3)C2=O)cc1 (configuration not stated)
    i	i
COc1cccc(N2CCN(S(=O)(=O)c3ccc4c(c3)CC(C)N4C(=O)C3CC3)CC2)c1 (configuration not stated)
    i	i
CCOc1ccc(C(=O)NCC(=O)OCc2c(C)noc2C)cc1
    i	i

Next section
Values run as follows: KCNQ2 block	CHT inh
CC(C)N(C(=O)COC(=O)c1cncc(Br)c1)C(C)C
    i	i
CCCn1c(SCC(=O)c2cc(OC)ccc2OC)nnc1C(C)C
    i	i
CCOC(=O)c1nc(NCCc2ccccc2)sc1C
    i	i
O=C(NCc1ccc(Cl)cc1)C(=O)NCC1OCCN1C(=O)c1cccs1 (configuration not stated)
    i	i
O=C(c1cc(-c2ccccc2)nc2ccccc12)N1CCCC1
    i	i
O=[N+]([O-])c1ccc(-c2csc(N3CCc4ccccc4C3)n2)cc1
    i	i
CCOc1ccc(N=C2NC(=O)SC2CC(=O)OC)cc1 (configuration not stated)
    i	i
Cc1ccc2nc(/C(C#N)=C\c3cc(C)n(-c4cccc([N+](=O)[O-])c4)c3C)[nH]c2c1
    i	i
N/C(=N\OC(=O)c1cccc2ccccc12)c1cccnc1
    i	i
COC(=O)c1nn(-c2cccc(C)c2)c2nnc(Cc3ccc(C)cc3)c(=O)n12
    i	i
Cc1cc(C)n(CC(=O)N/N=C/c2ccc(C)o2)n1
    i	i
CCC1(CC)NC(=O)N(CC(=O)OCC(=O)Nc2cc(C)ccc2C)C1=O
    i	i
CCN(CC)Cc1cc(C(=O)O)c(C)o1
    i	i
CCN1CCN(C(CC(C)C)c2nnnn2CS(=O)(=O)c2ccc(C)cc2)CC1 (configuration not stated)
    i	i
O=C(Oc1ccc(-n2cnnn2)cc1)c1ccco1
    i	i
O=[N+]([O-])c1ccc(N2CCOCC2)cc1NCCCO
    i	i
CCc1nnc(NC(=O)CCC(=O)N2CCN(Cc3cc(F)ccc3OC)CC2)s1
    i	i
Cc1cc(C)n(CCNC(=O)c2ccco2)n1
    i	i
COc1ccc(-c2onc(C)c2-c2ccc(C(=O)OC(C)C)o2)c(O)c1
    i	i
COc1ccc2[nH]c(=O)c(CN(C(=O)c3cccnc3)c3ccc(C)c(C)c3)cc2c1
    i	i
CC(C)c1ccc(N=Cc2c(O)c3ccccc3oc2=O)cc1
    i	i
COc1cccc(-c2nc(CS(=O)(=O)CC(=O)NC3CCCc4ccccc43)c(C)o2)c1 (configuration not stated)
    -10*	i
CCOC(=O)N1CCC(NC(=O)C2CCN(S(=O)(=O)c3cccc4cccnc34)CC2)CC1
    i	i
CN(C)/N=C/c1cn(-c2ccccc2)nc1-c1cccnc1
    i	i
Oc1cccc(NC(=S)Nc2cccnc2)c1
    i	i
CCSc1cnc(-c2ccccc2)n1CC
    i	i
CC1(C)C2CCC1(C)C(OC(=O)CSc1nc(N)cc(=O)[nH]1)C2 (configuration not stated)
    i	i
CC1(C)Cc2c(cnn2-c2ccc(F)cc2)C(NC(=O)c2ccoc2)C1 (configuration not stated)
    i	i
CN(C)c1ccc(C(=O)OCC(=O)N2CCOCC2)cc1
    i	i
O=C(Nc1ccc(F)cc1)OCCOc1ccc([N+](=O)[O-])cc1
    i	i
O=C(N/N=C/C1CCCCC1)c1ccccn1
    i	i
Cc1cccc(C)c1OCC(O)CN1CCN(c2ccccn2)CC1 (configuration not stated)
    i	i
Cc1nn(C)c(C)c1CNC(=O)c1nn2c(c1Cl)NC(c1cccs1)CC2C(F)(F)F (configuration not stated)
    i	i
CCN(CCO)C(=O)C12CCC(C)(C(=O)C1)C2(C)C (configuration not stated)
    i	i
COc1ccc(CCNc2ccncn2)cc1
    i	i
CCSc1nnc(NC(=O)CSc2nc3c(c(=O)n2CCOC)SC(C)C3)s1 (configuration not stated)
    i	i
Cc1ccccc1N=Nc1c(N)n[nH]c1N
    i	i
Nc1ccc(C(=O)n2c3ccccc3c3ccccc32)cc1
    i	i
O=C(NCc1nc2ccccc2[nH]1)C1=C[C@H](c2ccc(C(F)(F)F)cc2)C[C@H](OCc2ccc(CO)cc2)O1
    i	i
Cc1ccc(NC(=S)N(Cc2ccc(Br)cc2)Cc2ccc(C(=O)O)cc2)cc1C
    i	i
CCOC(=O)c1cc2c(=O)n3ccccc3nc2n(CCOC)c1=NC(=O)C(C)(C)C
    i	i
Cc1ccc(S(=O)(=O)NCc2ccc(C(=O)NCCc3ccc(S(N)(=O)=O)cc3)cc2)cc1
    i	i
O=C(N/N=C/c1cccc(Cl)c1)C1CCCC1
    i	i
COC(=O)c1cc(C(=O)OC)cc(N2C(=O)CC(Sc3nc(C)cc(C)n3)C2=O)c1 (configuration not stated)
    i	i
CC(C)(C)c1csc(NC(=O)CSc2nc3ccccc3c(=O)[nH]2)n1
    i	i
CCCCN(CC)CCCNC(=O)C1c2ccccc2C(=O)N(C)C1c1cn(C)c2ccccc12 (configuration not stated)
    i	i
O=[N+]([O-])c1cc(Cl)ccc1N1CCCCC1
    i	i
O=C(CSCc1nc2c(nnn2Cc2ccc(F)cc2)c(=O)[nH]1)Nc1cccc(C(F)(F)F)c1
    i	i
COC(=O)c1cc2c(cc1N)OCCO2
    i	i
COc1cc(NC(=O)Cn2cnc3ccccc3c2=O)c(OC)cc1Cl
    i	i
COc1cc(CN2CC(=O)N(c3ccc(C)c(Cl)c3)C2=S)cc(OC)c1OC
    i	i
CC(=O)c1cccc(NC(=O)C2CCCCC2)c1
    i	i
COc1ccc(-c2cc(C(=O)NC3CC3)c3ccccc3n2)cc1
    i	i
CCc1sc(C(=O)NCCCn2ccnc2)cc1Br
    i	i
COc1ccccc1CC1(C)NC(=O)N(CC(=O)N2CC(C)OC(C)C2)C1=O (configuration not stated)
    i	i
CCN(C(=O)COC(=O)c1cncc(Br)c1)C1CCS(=O)(=O)C1 (configuration not stated)
    i	i
CCCC(=O)NC(Nc1ccccc1OC)C(Cl)(Cl)Cl (configuration not stated)
    i	i
O=c1c(C/C=C/c2ccccc2)c(O)ccn1Cc1ccc(Cl)cc1Cl
    i	i
S=C(NCc1ccco1)NCc1ccccc1Cl
    i	i
N#Cc1cccc(Cn2nnc(-c3ccccc3)n2)c1
    i	i

(cont.)
Values run as follows: KCNQ2 block	CHT inh
Cc1ccc(S(=O)(=O)CCC(=O)OCC(=O)N2CCN(c3ccccc3)CC2)cc1
    i	i
O=C(/C=C/c1ccccc1O)c1ccc(Cl)cc1
    i	i
N#CC(c1cccc(Cl)c1)c1ccc2c(C(F)(F)F)cc(C(F)(F)F)nc2n1 (configuration not stated)
    i	i
CN(C)C(=O)c1ccc(NC(=O)COC(=O)c2cc(S(=O)(=O)N(C)C)ccc2N2CCCC2)cc1
    i	i
CCN(CC)CCCNC(=O)c1ccccc1C
    i	i
CCCN1CCN(CCCNC(=O)Cn2nc(-c3ccccc3)ccc2=O)CC1
    i	i

In the list so far, 6 contain a cyano group:
Values run as follows: KCNQ2 block	CHT inh
Cc1ccc(C(C)C)c(OCC(=O)Nc2sc3c(c2C#N)CC(C)(C)NC3(C)C)c1
    i	i
COc1cccc2c1C(CO)N1C(C#N)C3CC(C(=O)O)C(C1C2)N3C (configuration not stated)
    .	i
Cc1cc(C)c(C#N)c(N2CCSCC2)n1
    i	i
Cc1ccc2nc(/C(C#N)=C\c3cc(C)n(-c4cccc([N+](=O)[O-])c4)c3C)[nH]c2c1
    i	i
N#Cc1cccc(Cn2nnc(-c3ccccc3)n2)c1
    i	i
N#CC(c1cccc(Cl)c1)c1ccc2c(C(F)(F)F)cc(C(F)(F)F)nc2n1 (configuration not stated)
    i	i

An excerpt of these results, with values ahead of the structure.
KCNQ2 block	CHT inh	Molecule
i	i	CN(C)C(=O)c1ccc(NC(=O)COC(=O)c2cc(S(=O)(=O)N(C)C)ccc2N2CCCC2)cc1
i	i	N#CC(c1cccc(Cl)c1)c1ccc2c(C(F)(F)F)cc(C(F)(F)F)nc2n1 (configuration not stated)
i	i	CCN(CC)CCCNC(=O)c1ccccc1C

Assay outcomes from PubChem BioAssay.
